High-throughput results (PubChem)
TcdB inh = TcdB glycohydrolase inhibitors, primary screen, biochemical, single point, plate reader; Toxin B (Clostridioides difficile), P18177; actives 0.24% (n = 350,000); TcdB glycohydrolase enzymatic assay; AID 652162, 2013; inhibition, % at 9.99 µM; in the data active = inhibition above about 10%
* = called active by the depositor; & = joins results of further samples. An excerpt; rates above refer to the full screens.

SMILES | TcdB inh
C[C@@H]1CN([C@H](C)CO)C(=O)c2cccc(NC(=O)C3CCCCC3)c2O[C@@H]1CN(C)C(=O)Nc1ccc(C(F)(F)F)cc1 | 1.6
Cc1ccc(S(=O)(=O)Nc2ccc3c(c2)C(=O)N([C@H](C)CO)C[C@@H](C)[C@H](CN(C)S(=O)(=O)c2ccccc2)OCCCC[C@@H](C)O3)cc1 | -0.4
Cc1ccc(S(=O)(=O)Nc2ccc3c(c2)C(=O)N([C@H](C)CO)C[C@H](C)[C@H](CN(C)C(=O)CCCN(C)C)OCCCC[C@H](C)O3)cc1 | -1.2
CC(=O)N1[C@@H]2c3cccc(=O)n3C[C@@H]2[C@@H](CO)[C@@H]1C(=O)NC1CCCCC1 | 0.3
C[C@@H]1CCCCO[C@@H](CN(C)Cc2ccc(Cl)c(Cl)c2)[C@H](C)CN([C@H](C)CO)C(=O)c2cc(NC(=O)NC3CCCCC3)ccc2O1 | -0.5
CCNC(=O)C[C@H]1CC[C@H]2[C@@H](COC[C@@H](O)CN2C(=O)Nc2ccc3c(c2)OCO3)O1 | -1.9
CN1[C@@H]2c3ccc(C4=CCCCC4)c(=O)n3C[C@H]1[C@H](CO)[C@H]2C(=O)NCc1cccc(F)c1 | 1.2
Cc1ccc(S(=O)(=O)NC[C@H]2CC[C@H]3[C@H](CN3Cc3ccccc3C(=O)O)O2)cc1 | -0.7
O=C(NCc1ccccc1)[C@@H]1N[C@@H]2c3ccc(-c4ccccc4)c(=O)n3C[C@@H]2[C@H]1CO | 0.6
C[C@H](CO)N1C[C@H](C)[C@@H](CN(C)S(C)(=O)=O)Oc2cc(Br)ccc2S1(=O)=O | 0.9&0.0
COc1ccc(-c2ccc([C@@H]3[C@@H](C#N)N(C(=O)CN(C)C)[C@@H]3CO)cc2)cc1 | 0.3
COc1ccccc1CN1[C@H](CO)[C@H](c2ccccc2)C12CN(C(=O)c1ccccn1)C2 | -1.1
C[C@@H]1CCCCO[C@@H](CN(C)S(C)(=O)=O)[C@H](C)CN([C@@H](C)CO)C(=O)c2cc(NC(=O)C3CCCCC3)ccc2O1 | 1.3
C[C@@H]1CCCCO[C@H](CN(C)C(=O)Cc2ccccc2)[C@H](C)CN([C@@H](C)CO)C(=O)c2cc(NS(=O)(=O)c3cccs3)ccc2O1 | -0.9
C[C@@H]1CCCCO[C@@H](CN(C)C(=O)Nc2ccccc2)[C@@H](C)CN([C@H](C)CO)C(=O)c2cc(NC(=O)CCCCCC(=O)Nc3ccccc3N)ccc2O1 | -0.5
COc1ccc(S(=O)(=O)N(C)C[C@H]2Oc3ccc(NC(=O)Cc4cn(C)c5ccccc45)cc3CC(=O)N([C@@H](C)CO)C[C@H]2C)cc1 | 0.0
CC(C)(O)C#Cc1ccc([C@H]2[C@@H](CO)N3CCCCN(C(=O)c4ccncc4)C[C@H]23)cc1 | -0.3
CC=Cc1ccc2n(c1=O)C[C@@H]1[C@@H](CO)[C@H](C(=O)NCCC)[C@H]2N1CC1CCCC1 (mixture of isomers) | -1.3
COc1ccccc1-c1ccc2c(c1)O[C@H](CN(C)C(=O)c1cccnc1)[C@H](C)CN([C@@H](C)CO)S2(=O)=O | 2.8
CCC(=O)Nc1ccc2c(c1)C(=O)N(C)C[C@@H](OC)[C@H](C)CN(CCc1ccccc1)[C@H](C)CO2 | 0.1
COc1cccc(S(=O)(=O)N2C[C@@H]3N[C@H](C2)C3c2ccc(-c3ccccc3C)cc2)c1 (stereo partly specified) | 0.4&1.0
Cc1ccc(S(=O)(=O)Nc2ccc3c(c2)C(=O)N([C@H](C)CO)C[C@H](C)[C@@H](CN(C)S(=O)(=O)c2cn(C)cn2)OCCCC[C@@H](C)O3)cc1 | 0.4
CC(C)NC(=O)Nc1ccc2c(c1)C(=O)N([C@H](C)CO)C[C@@H](C)[C@H](CN(C)Cc1ccc3c(c1)OCO3)O2 | -0.8
COc1ccc(NC(=O)N(C)C[C@@H]2Oc3ccc(N(C)C)cc3C(=O)N([C@@H](C)CO)C[C@H]2C)cc1 | -0.7
C[C@H](CO)N1C[C@H](C)[C@H](CN(C)Cc2ccncc2)Oc2ncc(-c3cccc(F)c3)cc2C1=O | -3.5&0.2
O=C(c1ccncc1)N1CCCCN2[C@H](C1)[C@@H](c1ccc(C#Cc3ccccn3)cc1)[C@@H]2CO | -1.1
CN1C(=O)c2cc(NC(=O)c3cccc(C(F)(F)F)c3)ccc2OC[C@@H]2O[C@H](CC(=O)O)CC[C@H]21 | 0.5
C[C@@H]1CN([C@@H](C)CO)C(=O)c2cccc(NC(=O)NC3CCCCC3)c2O[C@@H]1CN(C)S(=O)(=O)c1cn(C)cn1 | -0.5
O=C(NCC1CCCCC1)[C@H]1[C@H](CO)[C@H]2Cn3c(ccc(C4=CCCCC4)c3=O)[C@@H]1N2 | 0.9
COc1ccc(S(=O)(=O)Nc2ccc3c(c2)C(=O)N([C@@H](C)CO)C[C@@H](C)[C@@H](CN(C)C(=O)CCC(F)(F)F)OCCCC[C@H](C)O3)cc1 | 0.5
CO[C@@H]1CN(C)C(=O)c2ccc(NS(=O)(=O)CC(F)(F)F)cc2OC[C@@H](C)N(Cc2ccccn2)C[C@H]1C | -11.8
O=C(c1cnccn1)N1CC[C@@H]2[C@H](CO)Nc3ccc(C#Cc4cccnc4)cc3[C@@H]21 | 0.7
C[C@@H]1CN([C@H](C)CO)C(=O)c2cc(-c3cncnc3)cnc2O[C@H]1CN(C)Cc1ccncc1 | -6.8
O=C(C[C@@H]1CC[C@H](NC(=O)CC2CC2)[C@@H](CO)O1)NCc1ccc(-c2ccccc2)cc1 | 1.0
C[C@H]1CN([C@@H](C)CO)C(=O)c2cc(NC(=O)CCCCCC(=O)Nc3ccccc3N)ccc2O[C@H]1CN(C)C(=O)Nc1ccc(C(F)(F)F)cc1 | -3.0
Cc1noc(C)c1NC(=O)N(C)C[C@@H]1Oc2ccc(NC(=O)Nc3ccc(F)cc3)cc2CC(=O)N([C@@H](C)CO)C[C@@H]1C | -0.2
COc1ccccc1S(=O)(=O)N(C)C[C@@H]1Oc2cc(/C=C/c3ccccc3)ccc2S(=O)(=O)N([C@H](C)CO)C[C@@H]1C | 0.0
CCCN1[C@@H]2c3ccc(-c4cccc(F)c4)c(=O)n3C[C@H]1[C@H](CO)[C@H]2C(=O)N(C)C | -0.6
Cc1ccc(S(=O)(=O)Nc2ccc3c(c2)C(=O)N([C@H](C)CO)C[C@H](C)[C@H](CN(C)C(=O)Nc2ccc(C(F)(F)F)cc2)OCCCC[C@H](C)O3)cc1 | 1.7
O=C(Nc1ccc(C(F)(F)F)cc1)Nc1ccc2c(c1)[C@@H]1C[C@@H](CC(=O)N3CCc4ccccc4C3)O[C@H](CO)[C@@H]1O2 | 0.6

Reformatted with tabs: part of the list above
SMILES	TcdB inh
CC(C)NC(=O)Nc1ccc2c(c1)C(=O)N([C@H](C)CO)C[C@@H](C)[C@H](CN(C)Cc1ccc3c(c1)OCO3)O2	-0.8
COc1ccc(NC(=O)N(C)C[C@@H]2Oc3ccc(N(C)C)cc3C(=O)N([C@@H](C)CO)C[C@H]2C)cc1	-0.7

Of the compounds above, 2 contain a COOH group:
SMILES | TcdB inh
Cc1ccc(S(=O)(=O)NC[C@H]2CC[C@H]3[C@H](CN3Cc3ccccc3C(=O)O)O2)cc1 | -0.7
CN1C(=O)c2cc(NC(=O)c3cccc(C(F)(F)F)c3)ccc2OC[C@@H]2O[C@H](CC(=O)O)CC[C@H]21 | 0.5

As entered above:
TcdB inh, `Cc1ccc(S(=O)(=O)Nc2ccc3c(c2)C(=O)N([C@H](C)CO)C[C@H](C)[C@H](CN(C)C(=O)Nc2ccc(C(F)(F)F)cc2)OCCCC[C@H](C)O3)cc1` = 1.7
TcdB inh, `CC(C)NC(=O)Nc1ccc2c(c1)C(=O)N([C@H](C)CO)C[C@@H](C)[C@H](CN(C)Cc1ccc3c(c1)OCO3)O2` = -0.8

Remaining list, next part.
SMILES | TcdB inh
C[C@H](CO)N1C[C@H](C)[C@H](CN(C)C(=O)C2CC2)Oc2cc(C#CC3CCCC3)ccc2S1(=O)=O | -0.2
C[C@@H]1CN([C@H](C)CO)C(=O)c2cc(NS(=O)(=O)c3ccc(Cl)cc3)ccc2O[C@@H](C)CCCCO[C@@H]1CN(C)Cc1ccc(Cl)c(Cl)c1 | 0.0
COc1ccccc1C#Cc1ccc([C@@H]2[C@H](C#N)N(C(=O)C3CCCC3)[C@H]2CO)cc1 | -0.3
CCC(=O)N(C)C[C@H]1Oc2ncc(C#CCC(C)C)cc2C(=O)N([C@@H](C)CO)C[C@@H]1C | 1.4
C[C@H](CO)N1C[C@H](C)[C@H](CN(C)C(=O)c2cnccn2)Oc2ncc(/C=C/c3ccccc3)cc2C1=O | 0.7
Cc1noc(C)c1NC(=O)Nc1cccc2c1O[C@@H](CN(C)S(=O)(=O)c1ccc(F)cc1)[C@@H](C)CN([C@@H](C)CO)C2=O | 0.2
C[C@H](CO)N1C[C@H](C)[C@H](CN(C)S(C)(=O)=O)Oc2ncc(-c3cccnc3)cc2C1=O | -0.8
C[C@H](CO)N1C[C@H](C)[C@@H](CN(C)Cc2ccccn2)Oc2ncc(C3=CCCC3)cc2C1=O | -0.7
CCCN(C)C[C@@H]1OCc2cnnn2CCCC(=O)N([C@@H](C)CO)C[C@@H]1C | 0.1
C[C@@H]1CN([C@@H](C)CO)C(=O)c2cc(NC(=O)Nc3ccc(F)cc3)ccc2O[C@@H](C)CCCCO[C@@H]1CN(C)Cc1ccc2c(c1)OCO2 | 0.3
C[C@H](CO)N1C[C@H](C)[C@@H](CN(C)C(=O)Nc2ccc3c(c2)OCO3)Oc2ccc(NC(=O)c3ccncc3)cc2C1=O | 0.9
COCC(=O)N(C)C[C@H]1Oc2ncc(C#Cc3ccncc3)cc2C(=O)N([C@H](C)CO)C[C@@H]1C | 0.1
COc1ccc(S(=O)(=O)N[C@@H]2CC[C@@H](CCn3cc(-c4ccccc4F)nn3)O[C@H]2CO)cc1 | 0.3
C[C@@H]1CN([C@H](C)CO)C(=O)c2cc(NC(=O)NC3CCCCC3)ccc2O[C@H]1CN(C)Cc1ccc(C(F)(F)F)cc1 | 1.4
O=C(C1CCCC1)N1CC2(C1)[C@@H](c1ccccc1)[C@@H](CO)N2CCC(F)(F)F | 1.0
CC(=O)N[C@H]1CC[C@H](CCNC(=O)C2CCC2)O[C@@H]1CO | -9.5
CN1c2ccc(-c3ccc(C#N)cc3)cc2[C@H]2[C@H](CCN2S(=O)(=O)c2ccc(F)cc2)[C@@H]1CO | -0.1
Cc1ccc(S(=O)(=O)Nc2cccc3c2O[C@@H](CN(C)Cc2ccc(-c4ccccc4)cc2)[C@@H](C)CN([C@H](C)CO)C3=O)cc1 | -0.2
COc1ccc(NC(=O)Nc2ccc3c(c2)C(=O)N([C@@H](C)CO)C[C@@H](C)[C@@H](CN(C)C(=O)Nc2ccc(OC)cc2)OCCCC[C@H](C)O3)cc1 | -0.4
COCC(=O)Nc1ccc2c(c1)C(=O)N(C)C[C@H](OC)[C@@H](C)CN(C(=O)CC1CC1)[C@H](C)CO2 | -1.3

Given with tabs: part of the list above.
Structure	TcdB inh
O=C(C1CCCC1)N1CC2(C1)[C@@H](c1ccccc1)[C@@H](CO)N2CCC(F)(F)F	1.0
C[C@H](CO)N1C[C@H](C)[C@H](CN(C)C(=O)c2cnccn2)Oc2ncc(/C=C/c3ccccc3)cc2C1=O	0.7
CCCN(C)C[C@@H]1OCc2cnnn2CCCC(=O)N([C@@H](C)CO)C[C@@H]1C	0.1
CCC(=O)N(C)C[C@H]1Oc2ncc(C#CCC(C)C)cc2C(=O)N([C@@H](C)CO)C[C@@H]1C	1.4

Next section.
SMILES | TcdB inh
O=C(C[C@H]1C=C[C@@H](NC(=O)Cc2cccnc2)[C@H](CO)O1)NCc1ccc2c(c1)OCO2 | 2.1
COc1ccccc1-c1cnc2c(c1)C(=O)N([C@@H](C)CO)C[C@@H](C)[C@H](CN(C)Cc1ccc(F)cc1)O2 | 1.3
CC(C)CC#Cc1ccc2c(c1)O[C@@H](CN(C)Cc1ccccc1F)[C@@H](C)CN([C@H](C)CO)S2(=O)=O | 1.3
C[C@H](CO)N1C[C@H](C)[C@@H](CN(C)S(=O)(=O)c2ccc(F)cc2)OCCCC[C@H](C)Oc2ccc(NS(=O)(=O)c3cn(C)cn3)cc2C1=O | -19.1
O=C(Nc1ccc2c(c1)[C@H]1C[C@H](CC(=O)N3CCCCC3)O[C@@H](CO)[C@H]1O2)NC1CCCC1 | 0.5
Cc1ccc(-c2ccc3c(c2)O[C@H](CN(C)Cc2ccc(F)cc2)[C@@H](C)CN([C@H](C)CO)S3(=O)=O)cc1 | -1.0
C[C@H](CO)N1C[C@H](C)[C@@H](CN(C)CC2CCCCC2)OCCCC[C@H](C)Oc2ccc(NC(=O)c3ccccc3)cc2C1=O | -9.9
COCC#Cc1cnc2c(c1)C(=O)N([C@@H](C)CO)C[C@H](C)[C@H](CN(C)S(=O)(=O)c1cn(C)cn1)O2 | 0.6
C[C@@H]1CN([C@H](C)CO)C(=O)c2cc(NC(=O)Cc3ccccc3)ccc2O[C@@H](C)CCCCO[C@@H]1CN(C)Cc1ccccc1 | 0.3
O=C(c1ccc2c(c1)OCO2)N1CC2(C1)[C@H](c1ccccc1)[C@H](CO)N2C(=O)C1CC1 | 0.6
COc1ccc(OC(=O)N(C)C[C@@H]2OCc3cn(nn3)CCCC(=O)N([C@@H](C)CO)C[C@@H]2C)cc1 | 0.3
CC(C)NC(=O)Nc1ccc2c(c1)CC(=O)N([C@@H](C)CO)C[C@H](C)[C@@H](CN(C)CC1CCCCC1)O2 | 0.3
C[C@@H]1CN([C@H](C)CO)S(=O)(=O)c2ccc(C#Cc3ccccc3F)cc2O[C@@H]1CN(C)C(=O)Cc1cccnc1 | -1.3
COC(=O)C[C@@H]1C[C@H]2c3cc(NC(=O)C4CCOCC4)ccc3O[C@H]2[C@@H](CO)O1 | 2.6
O=C(NC[C@@H]1CC[C@H]2[C@H](CN2Cc2ccccc2C(=O)O)O1)c1ccc(F)cc1 | -0.2
COc1cccc(NC(=O)Nc2ccc3c(c2)C(=O)N(C)C[C@H](OC)[C@H](C)CN(C)[C@@H](C)CO3)c1 | -0.1
C[C@H]1CN([C@@H](C)CO)C(=O)c2c(c3ccccc3n2C)-c2ccccc2CO[C@H]1CN(C)C(=O)Nc1ccc(-c2ccccc2)cc1 | 0.4
